BoNT A protease = BoNT/A light chain protease inhibitors, primary screen, biochemical, flow cytometry, MLPCN library. Botulinum neurotoxin type A light chain protease (Clostridium botulinum A str. ATCC 3502). multiplex microsphere protease substrate cleavage. inhibition, % at 10 µM. hit rate 0.17% among 360,000. AID 588499, 2011; also: plate controls were buffer without enzyme for full effect and enzyme alone for no effect
PfHsp40 yeast = rescue of yeast from PfHsp40 toxicity, primary screen, S. cerevisiae, ATP luminescence | S. cerevisiae expressing PfHsp40, growth rescue | hit rate 0.68% among 340,000 | growth rescue, % at 12.5 µM; in the data active = growth rescue above about 28%, passing the limit was not always enough; inconclusive = no clear call, values can overlap the other calls;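 also: yeast W303a lacking pdr1 and pdr3 grown in galactose medium; growth measured after three days at 30 °C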
Anthrax LF prot = Bacillus anthracis LF protease inhibitors, primary screen, biochemical, multiplex microsphere, MLPCN library; multiplex microsphere protease cleavage assay; inhibition, % at 10 µM; hit rate 0.12% among 360,000; AID 588501, 2011; also: plate controls were buffer without enzyme for full effect and enzyme alone for no effect
UGM FP inh = M. tuberculosis UGM enzyme inhibitors, primary screen, biochemical, fluorescence polarization, single point; inhibition, % at 10 µM; UDP-galactopyranose mutase (Mycobacterium tuberculosis (strain ATCC 25618 / H37Rv)), …; purified UGM, fluorescence polarization probe displacement; hit rate 0.06% among 320,000; in the data active = inhibition above about 10%, passing the limit was not always enough; inconclusive = no clear call, values can overlap the other calls
Target sequence (P9WIQ1 whole entry, looked up): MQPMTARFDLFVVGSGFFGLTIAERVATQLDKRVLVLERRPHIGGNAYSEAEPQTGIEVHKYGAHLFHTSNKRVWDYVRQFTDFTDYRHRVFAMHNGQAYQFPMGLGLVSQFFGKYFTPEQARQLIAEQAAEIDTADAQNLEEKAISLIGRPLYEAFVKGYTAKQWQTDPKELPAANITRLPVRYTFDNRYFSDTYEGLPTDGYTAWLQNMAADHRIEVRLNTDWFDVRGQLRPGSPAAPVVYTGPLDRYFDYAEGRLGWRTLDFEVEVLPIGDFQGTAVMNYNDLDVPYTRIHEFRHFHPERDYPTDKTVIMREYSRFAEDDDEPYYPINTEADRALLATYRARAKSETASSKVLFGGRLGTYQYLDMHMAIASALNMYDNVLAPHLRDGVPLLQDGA
Mtb FBA inh = Mtb FBA enzyme inhibitors, primary screen, biochemical, fluorescence, strain H37Rv. inhibition, % at 1 µM. hit rate 2.3% among 360,000. Fructose-bisphosphate aldolase (Mycobacterium tuberculosis (strain ATCC 25618 / H37Rv)), …. AID 588726, 2011. purified M. tuberculosis FBA, fluorescence read-out; in the data active = inhibition above about 27%;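 also: 0% = vehicle and 100% = reference inhibitor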
Target sequence (P9WQA3 whole entry, looked up): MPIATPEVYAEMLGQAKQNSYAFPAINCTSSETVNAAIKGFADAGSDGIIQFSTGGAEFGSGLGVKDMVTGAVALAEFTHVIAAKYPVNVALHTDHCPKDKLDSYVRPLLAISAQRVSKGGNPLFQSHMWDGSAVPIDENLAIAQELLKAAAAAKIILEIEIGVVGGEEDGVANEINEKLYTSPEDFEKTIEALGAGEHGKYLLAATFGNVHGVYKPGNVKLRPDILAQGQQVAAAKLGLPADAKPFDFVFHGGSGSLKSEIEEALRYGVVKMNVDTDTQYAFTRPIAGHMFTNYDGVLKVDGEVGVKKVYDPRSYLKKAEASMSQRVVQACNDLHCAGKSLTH
FadD28 binding = inhibitors of FadD28 bisubstrate probe binding, primary screen, biochemical, fluorescence polarization, single point; hit rate 0.22% among 360,000; AID 588549, 2011; Mycobacterium tuberculosis FadD28 fatty-acid-AMP ligase; inhibition, % at 12.5 µM; in the data active = inhibition above about 8.5%, passing the limit was not always enough; inconclusive = no clear call, values can overlap the other calls
BoNT F protease = BoNT/F light chain protease inhibitors, primary screen, biochemical, flow cytometry, MLPCN library; Botulinum neurotoxin type F light chain protease (Clostridium botulinum); Multiplex microsphere protease cleavage assay; inhibition, % at 10 µM; hit rate 0.22% among 360,000; in the data active = inhibition above about 35%, passing the limit was not always enough; inconclusive = no clear call, values can overlap the other calls; also: plate controls were buffer without enzyme for full effect and enzyme alone for no effect
Mtb BioA inh = M. tuberculosis BioA enzyme inhibitors, primary screen, biochemical, plate reader, single point, HTS; 7,8-diaminopelargonic acid synthase BioA (Mycobacterium tuberculosis); purified M. tuberculosis BioA enzyme; inhibition, % at 9.99 µM; hit rate 0.096% among 360,000; AID 602481, 2012; in the data active = inhibition above about 40%; inconclusive = no clear call, values can overlap the other calls
GDH-TPI inh = GDH-TPI coupling enzyme inhibitors, primary screen, artefact control for M. tuberculosis FBA inhibitor project, biochemical, absorbance, full deck | GDH-TPI coupled enzyme counterscreen, NADH absorbance | inhibition, % at 4.8 µM | hit rate 1.2% among 360,000 | AID 588335, 2011; in the data active = inhibition above about 30%;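 also: 0% = DMSO wells and 100% = wells lacking the enzyme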
* hit, by the source's call; ? = inconclusive; . = no result given; & = joins results of further samples. Rule as the data show it, unless noted: active = inhibition above about 30%; inconclusive = no clear call, values can overlap the other calls; inactive = below that. This is a random part of the collection; overall some 4.7% were active at least once.

smiles | BoNT A protease | PfHsp40 yeast | Anthrax LF prot | UGM FP inh | Mtb FBA inh | FadD28 binding | BoNT F protease | Mtb BioA inh | GDH-TPI inh
CCOC(=O)c1c(NC(=O)CN2CCN(C(=O)c3ccco3)CC2)sc(C(N)=O)c1C | -0.2 | 2.5 | -3.2 | 0.9 | 0.5 | -0.6 | -0.9 | . | -3.8
CCc1nnc(NC(=O)CSc2nc(N)c(NC(=O)c3ccc(OC)cc3)c(=O)[nH]2)s1 | 3.8 | -1.0 | 2.0 | 0.7 | 3.0 | 0.4 | 6.2 | -1.6 | 7.4
O=C(CSc1nnc2c(n1)[nH]c1ccccc12)Nc1cccc(S(=O)(=O)N2CCOCC2)c1 | 1.6 | -0.3 | -5.0 | 3.3 | 4.1 | -3.4 | -3.5 | -2.7 | 14.0
CCC(=NCCO)c1c(O)n(-c2ccccc2)c(=O)[nH]c1=O | 0.6 | -1.0 | 8.8 | 1.1 | -0.4 | -1.8 | 1.0 | -0.6 | 9.6
Cc1cccc(NC(=O)CN2C(=O)N/C(=C\c3ccccc3OCc3ccc(C(=O)O)cc3)C2=O)c1 | -1.2 | -0.8 | 9.1 | 5.1 | 0.4 | 41.8* | -25.3 | -0.1 | 19.3
Cc1cccc(CCN2C(N(C)C)=NC[C@@H]2CC(C)C)c1 | 0.9 | -1.2 | -4.7 | -0.5 | -1.0 | -1.1 | -6.7 | -0.4 | -0.5
O=C(OCC(=O)C12CC3CC(CC(C3)C1)C2)c1ccc(O)cc1 | 0.2 | 424.9* | -4.8 | 0.9 | 0.7 | 0.7 | -8.2 | -0.1 | 10.0
COc1ccc(CNC(=O)c2cccc(C)c2[N+](=O)[O-])cc1 | -0.4 | 1.3 | -0.7 | 1.3 | 5.4 | -2.2 | -2.3 | . | 5.0
COc1ccc(Cl)cc1NC(=O)CCc1ccccc1 | -0.8 | 2.3 | -2.2 | 2.3 | 3.9 | 1.3 | -11.4 | 5.4 | 17.6
O=C(NCc1ccccc1)C(c1ccccc1)N(Cc1ccc2c(c1)OCO2)C(=O)Cc1cccs1 (configuration not stated) | -0.2 | -0.3 | 0.3 | 1.0 | 0.2 | -3.0 | -3.3 | . | -3.1
CCOC(=O)C1=CCC(c2ccc(CC)cc2)N(S(=O)(=O)c2ccc(C)cc2)C1 (configuration not stated) | -0.1 | . | 4.4 | . | -0.7 | -3.3 | 1.5 | -1.4 | .
OC(CN1CCN(C(c2ccccc2)c2ccccc2)CC1)c1ccccc1 (configuration not stated) | -1.7 | -0.3 | 13.7 | 2.0 | 0.2 | -1.4 | 18.1 | 0.7 | 0.7
Clc1ccc(C(c2nnnn2C2CCCC2)N2CCN(Cc3ccncc3)CC2)cc1 (configuration not stated) | -0.4 | 0.5 | 1.1 | 1.4 | 4.3 | -2.3 | -12.5 | 0.8 | 16.1
CCCS(=O)(=O)NC(=O)C1(C)CCN(C(=O)c2cc(C)oc2C)C1 (configuration not stated) | 0.9 | . | -6.7 | . | 1.3 | -1.9 | 5.9 | -0.1 | 15.0
Cc1cc(NS(=O)(=O)c2ccc(NC(=O)/C=C/c3cccc(Cl)c3)cc2)no1 | 0.6 | -0.3 | -1.0 | 0.7 | -2.9 | -23.6 | 1.6 | -1.8 | 9.8
COc1ccc(N2CCN(C(=O)CNC(=O)c3ccc(Br)o3)CC2)cc1 | 0.1 | 0.2 | -3.9 | -1.0 | -4.7 | -3.9 | 8.8 | 1.1 | 2.1
CC(CC(C#N)(c1ccccc1)c1ccccc1)N1CCCCC1 (configuration not stated) | 0.2 | -0.6 | 1.1 | . | 4.6 | -3.0 | 5.9 | . | 14.2
CCCCC1(C)NC(=O)N(CC(=O)Nc2ccc(Cl)cc2C)C1=O (configuration not stated) | 0.6 | -0.3 | -2.4 | 2.4 | 0.1 | 0.1 | 7.0 | 1.8 | 4.7
CCC1Oc2ccc(C)cc2N(CC(=O)NCCCN2CCOCC2)C1=O (configuration not stated) | 1.4 | 0.9 | 2.0 | -2.5 | 0.0 | -4.2 | 8.9 | -1.0 | -6.1
C[C@H]1CN([C@@H](C)CO)C(=O)c2cc(C#Cc3ccccn3)cnc2O[C@@H]1CN(C)Cc1ccccc1 | 0.4 | . | -5.0 | . | -3.7 | -3.0 | -10.9 | 1.9&-3.2&-1.8 | 8.2
CCOc1cc(-c2sc(Nc3cc(C)ccc3OC)n[n+]2-c2ccccc2)ccc1OC | -0.8 | 0.3 | -5.2 | 0.7 | 4.4 | 1.5 | -26.9 | -1.4 | 21.3
CCc1cc(C(=O)NCCN(C)C)cs1 | ? | -0.4 | -15.5 | -0.9 | -1.3 | -5.1 | 28.8 | -0.8 | -3.8
C[C@@H]1CN([C@@H](C)CO)C(=O)c2cccc(NC(=O)c3nc4ccccc4s3)c2O[C@@H]1CN(C)CC1CC1 | -0.7 | 0.7 | -7.3 | 0.2 | -1.5 | -3.5 | -8.4 | -2.7&-1.1 | 12.7
N#CC1CN(Cc2ccccc2)CN(Cc2ccccc2)C1 | ? | 0.6 | -5.5 | -0.3 | -0.7 | -6.2 | ? | . | -6.4
CCCn1nc(NS(=O)(=O)c2cccc3nonc23)c2cc3cc(C)ccc3nc21 | 2.5 | -0.7 | 1.5 | -0.9 | -1.4 | -2.7 | 5.2 | -3.4 | 11.8
CCCn1c(C(C)Nc2nc(-c3ccc(OC)cc3)cs2)nc2ccccc21 (configuration not stated) | -0.4 | 0.9 | -7.0 | -1.7 | 2.9 | -1.5 | -2.6 | -0.8 | -2.5
COc1ccc(Br)c(C(=O)OCC(=O)NC2CCCCCCC2)c1 | 0.2 | . | -5.5 | . | -1.0 | -3.7 | -6.4 | -1.4 | 1.3
Cc1ccc(C)c(NC(=O)COC(=O)CNC(=O)C2CCCCC2)c1 | -0.4 | -0.5 | -1.7 | -0.9 | -1.2 | -2.4 | -5.0 | -0.3 | 0.5
COc1ccc(NC(=O)c2cnn(-c3ccccc3)c2C)cc1OC | 1.1 | 1.2 | 4.3 | 1.9 | 1.2 | -3.7 | ? | ? | 0.7
COc1ccc(C(=O)Nc2ccc(Cl)cc2C(=O)NCc2ccco2)cc1OC | -0.6 | 2.5 | -4.9 | -1.6 | -6.1 | -1.0 | -7.9 | 5.7 | 3.1
CN(NC(=O)COc1ccccc1)c1ccccc1 | 0.2 | -1.3 | -1.1 | 1.5 | -0.8 | 2.2 | 6.2 | . | 1.4
COc1ccccc1CCCNC(=O)C1CCC(=O)N(CCN2CCOCC2)C1 (configuration not stated) | -4.1 | -0.9 | 0.0 | -2.5 | 1.3 | -0.2 | -3.0 | -1.9 | 2.4
COc1ccc(C)cc1S(=O)(=O)N1CCC(C(=O)NCCc2ccccc2)CC1 | 0.0 | 0.5 | 1.3 | -2.6 | -0.1 | -2.5 | 1.2 | . | -1.5
N=C1C(c2ccccc2)=C(O)CN1c1cccc(S(=O)(=O)N2CCOCC2)c1 | 1.3 | -0.2 | 1.7 | 2.1 | 2.6 | -0.2 | -5.1 | -2.8 | 4.3
COCCNCCCCOc1ccc(Br)cc1C | 0.1 | -0.2 | 1.0 | -3.1 | 1.9 | -1.0 | 4.0 | -1.5 | 19.8
CCCCCCCCC(=O)NNC(=O)c1c(O)c2ccccc2n(CCC)c1=O | -2.4 | -0.1 | 1.9 | -1.8 | 1.2 | -0.6 | -2.7 | . | 9.3
CN(C)c1nc(OCCOC(=O)c2ccccc2)nc(N(C)C)n1 | -0.6 | -0.6 | -5.7 | -5.9 | 4.0 | -3.2 | -4.8 | . | 5.2
O=C(NC1=NN(c2ccccc2)CC1)Nc1ccccc1F | 0.0 | 3.0 | -1.2 | 0.6 | 3.2 | -2.1 | 6.2 | 0.7 | 20.0
COc1ccc(-c2ccc(C)cc2)cc1[C@H]1[C@H]2C=CC[C@@H](C)[C@@H]2C(=O)N1Cc1ccccc1 | 0.0 | -2.7 | 0.4 | 2.9 | 2.1 | -1.6 | -2.2 | -0.1 | -11.6
Cn1nnnc1SCc1ccccc1F | -0.5 | -0.2 | -1.1 | 3.5 | -1.4 | 1.2 | -1.1 | -0.4 | 12.1
CCOC(=O)CSc1nc2c(c(=O)[nH]c(=O)n2C)n1Cc1ccccc1 | 1.3 | 0.7 | 0.7 | -1.6 | 0.0 | -1.0 | ? | 0.8 | 11.2
CN(Cc1ccccc1)C(=O)c1ncn2c1c(=O)[nH]c1cccnc12 | -0.1 | . | -1.2 | . | 6.2 | -1.9 | -4.8 | -1.1 | 3.1
N#CC1CCN(c2ncccc2[N+](=O)[O-])CC1 | 0.3 | 0.4 | -26.9 | -1.2 | 1.3 | -0.7 | ? | 0.0 | -1.6
CCOC(=O)c1sc(NC(=O)c2c(C)nn(Cc3ccccc3)c2C)cc1C | 0.4 | 0.5 | 2.0 | -1.3 | -0.5 | -4.3 | 19.5 | 1.0 | 11.2
COc1ccc(C(=O)c2sc(Nc3ccc(NC(C)=O)cc3)nc2C)cc1 | -2.2 | -0.1 | 5.0 | -1.6 | -0.2 | -1.3 | ? | -0.3 | 8.6
COc1ccc(OC)c(-n2nnnc2SCC(=O)Nc2ccccc2N2CCOCC2)c1 | -0.8 | -0.4 | -1.2 | -0.6 | 4.5 | -1.5 | -1.0 | . | 7.0
O=C(CN1CCN(CC(=O)Nc2ccccc2Cl)CC1)NCC1(N2CCOCC2)CCCCC1 | -2.5 | -0.7 | -0.4 | . | 0.4 | -0.1 | -3.4 | . | 4.6
Cc1nnc2ccc(-c3ccc(NS(=O)(=O)c4ccccc4[N+](=O)[O-])cc3)nn12 | 4.3 | -1.8 | -1.0 | -2.6 | -0.9 | -0.7 | -4.6 | 2.1 | 8.6
O=C(c1cc2cc3ccc(Cl)cc3nc2o1)N1CCN(Cc2ccc3c(c2)OCO3)CC1 | . | -0.6 | . | . | 0.8 | -0.6 | . | . | 7.7
CC(C)N(CCCNC(=O)C1CCN(C(=O)c2cc3sccc3n2C)CC1)Cc1ccccc1 | 0.8 | 1.2 | -3.4 | 1.4 | -0.9 | -3.1 | -0.6 | -1.4 | 0.0

The results go on:
smiles | BoNT A protease | PfHsp40 yeast | Anthrax LF prot | UGM FP inh | Mtb FBA inh | FadD28 binding | BoNT F protease | Mtb BioA inh | GDH-TPI inh
CN(C(=O)c1cccc(NC(=O)Cc2ccc(NC(=O)C3CCCN(C(=O)C4CC4)C3)cc2)c1)C1CCCC1 (configuration not stated) | -0.1 | 0.1 | -2.4 | . | -0.6 | -3.2 | 0.0 | 1.1 | 5.5
Cc1nn(C(C)C(=O)NCCc2ccco2)c(=O)c2nn(-c3ccccc3)c(C)c12 (configuration not stated) | 0.9 | -0.1 | -0.9 | 5.3 | -0.1 | -1.6 | 6.3 | 5.5 | -2.4
CCN(CC)S(=O)(=O)c1ccc(C(=O)NCc2n[nH]c(=S)n2Cc2ccccc2)cc1 | 2.4 | -2.8 | -0.5 | 0.8 | -0.3 | -0.1 | 2.1 | 0.9 | -9.6
COc1ccc(S(=O)(=O)N(C)C)cc1NC(=O)COC(=O)C1CC1 | 0.1 | -0.7 | -0.9 | -1.1 | -1.1 | 0.0 | -0.3 | -2.1 | -1.0
OCc1nc(CO)n(Cc2ccccc2)n1 | ? | -0.1 | 0.0 | -1.2 | 3.1 | -2.2 | 5.7 | . | -5.5

High-throughput results deposited in PubChem BioAssay by several laboratories.
